Screening results from PubChem BioAssay.
ADAM17 inh: ADAM17 inhibitors, primary screen, biochemical, QFRET; 370,000 tested, 0.83% active; inhibition, % at 6.95 µM; Disintegrin and metalloproteinase domain-containing protein 17 (Homo sapiens), P78536; recombinant ADAM17, EDANS/DABCYL FRET peptide cleavage;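 active means inhibition above the mean of compounds lying between control limits plus 3 SD, set per campaign, cut at about 8.5% in these data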;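 further: 0% = DMSO-only wells as the low control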
Target sequence (P78536 215-824 limits assumed): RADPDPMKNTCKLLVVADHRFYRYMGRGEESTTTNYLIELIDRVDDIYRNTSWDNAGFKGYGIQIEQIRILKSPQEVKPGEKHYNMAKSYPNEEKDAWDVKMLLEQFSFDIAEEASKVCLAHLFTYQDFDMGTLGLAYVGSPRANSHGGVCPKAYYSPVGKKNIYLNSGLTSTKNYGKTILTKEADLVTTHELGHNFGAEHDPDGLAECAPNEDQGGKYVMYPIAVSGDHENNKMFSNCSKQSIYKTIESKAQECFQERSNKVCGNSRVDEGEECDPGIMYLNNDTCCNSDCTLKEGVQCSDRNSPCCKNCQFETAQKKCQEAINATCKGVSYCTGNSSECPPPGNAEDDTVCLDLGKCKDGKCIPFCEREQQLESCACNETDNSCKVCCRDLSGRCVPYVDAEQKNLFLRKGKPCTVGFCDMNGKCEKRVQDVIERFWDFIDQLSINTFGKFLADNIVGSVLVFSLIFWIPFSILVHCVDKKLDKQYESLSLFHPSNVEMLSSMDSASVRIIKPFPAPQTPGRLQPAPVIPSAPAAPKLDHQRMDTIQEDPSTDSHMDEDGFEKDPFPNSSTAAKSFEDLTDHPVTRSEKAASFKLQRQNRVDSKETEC
hgDAF-12 ag: H. glycines DAF-12 receptor agonists, primary screen, cell-based, luminescence, HEK293, GAL4 fusion, UAS-luciferase | Nuclear hormone receptor DAF-12 (Heterodera glycines), GAL4 fusion | HEK293 GAL4-hgDAF12 UAS-luciferase reporter, agonist luminescence; normalized to butyrate control | activation, % at 6.8 µM | 370,000 tested, 1.8% active | AID 687014, 2013;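 active means activation above a cutoff set at the mean of all screened compounds plus 3 SD, cut at about 10% in these data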;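 further: 0% = DMSO wells and 100% = sodium butyrate wells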
PG9 binder: binders of HIV-1 gp120 antibody PG9, primary screen, biochemical, TR-FRET | HIV-1 gp120 / PG9 antibody interaction | TR-FRET gp120-PG9 antibody binding | inhibition, % at 6.7 µM | 360,000 tested, 0.43% active; in the data active means inhibition above about 8.5%
DAX1 inh-1: DAX1 (NR0B1) inhibitors, primary screen, cell-based, HEK293, Gal4-DAX1, luciferase luminescence | HEK293 Gal4-DAX1 luciferase reporter | inhibition, % at 6.75 µM | 340,000 tested, 0.99% active | AID 504766, 2011;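 active means inhibition above the mean over all tested compounds plus 3 SD, cut at about 4.2% in these data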;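 further: 0% = DAX1-transfected cells with DMSO and 100% = empty-vector control cells with DMSO; inhibition shows as a rise in luminescence from relieved DAX1 repression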
Target sequence (P51843 207-470 limits assumed): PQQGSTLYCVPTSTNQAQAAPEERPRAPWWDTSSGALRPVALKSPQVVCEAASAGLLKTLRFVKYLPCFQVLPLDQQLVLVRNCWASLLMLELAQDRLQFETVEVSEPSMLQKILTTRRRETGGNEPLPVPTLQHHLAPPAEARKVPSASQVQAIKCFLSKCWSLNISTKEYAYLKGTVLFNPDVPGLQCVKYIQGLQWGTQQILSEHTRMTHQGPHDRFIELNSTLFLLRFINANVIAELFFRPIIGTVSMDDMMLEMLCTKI
ADAM10 inh: human ADAM10 inhibitors, primary screen, biochemical, QFRET, HTS. Disintegrin and metalloproteinase domain-containing protein 10 (Homo sapiens), O14672. recombinant ADAM10, EDANS/DABCYL FRET peptide cleavage, 3 h. inhibition, % at 7 µM. 370,000 tested, 0.62% active. AID 720582, 2013;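 active means inhibition above a per-campaign cutoff equal to the mean of compounds falling between control-based bounds plus 3 SD, cut at about 20% in these data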;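 further: 0% = DMSO wells while the 100% control is not disclosed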
hcDAF-12 act: H. contortus DAF-12 nuclear receptor activators, primary screen, cell-based, luminescence, HEK293, lit1-tk-luc reporter | 370,000 tested, 1.4% active | activation, % at 6.8 µM | AID 652067, 2013 | HEK293 hcDAF-12 lit1-tk-luc reporter; 0% DMSO, 100% Δ7-dafachronic acid;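 active means activation above the mean of all tested compounds plus 3 SD, cut at about 5.5% in these data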;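 further: 100% = response to 3 µM Δ7-dafachronic acid high control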
GC-A act: GC-A stimulated cGMP production enhancers – HEK293 GC-A cells, cGMP TR-FRET, EC30 ANP, primary screen; Atrial natriuretic peptide receptor 1 (Homo sapiens), P16066; 0% at EC30 ANP, 100% saturating ANP; activation, % at 10 µM; 370,000 tested, 0.14% active; in the data active means activation above about 40%
SMARCA2 act: SMARCA2 (BRM) function activators, primary screen, cell-based, luminescence, high throughput; MG213 cells, MMTV-luciferase reporter, dexamethasone, overnight; activation, % at 9.1 µM; 370,000 tested, 1% active; in the data active means activation above about 7.8%;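 further: 0% = vehicle wells and 100% = reference activator wells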
FXN GAA850 act: FXN promoter activators, primary screen, cell-based, luciferase luminescence, HEK293 lucGAA850 | HEK293 lucGAA850 FXN promoter luciferase reporter, 24 h; percent of 10 µM SAHA response | activation, % at 6 µM | 360,000 tested, 0.56% active;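 active means activation above the average of all compounds screened plus 3 SD, cutoff fixed separately per campaign, cut at about 7.5% in these data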;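 further: 0% = DMSO wells and 100% = 10 µM SAHA wells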
DAX1 inh-2: DAX1 (NR0B1) inhibitors on StAR promoter, primary screen, cell-based, luminescence, SF-1 (NR5A1), full-length DAX-1. HEK293T StAR-luciferase reporter, SF-1/DAX-1 repression relief. inhibition, % at 6.8 µM. 370,000 tested, 1.1% active. AID 652010, 2013;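 active means inhibition above the mean over all tested compounds plus 3 SD, cut at about 3.6% in these data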;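 further: 0% = DAX-1 cells with DMSO and 100% = cells lacking DAX-1 with DMSO; higher inhibition means more luminescence from relief of DAX-1 repression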
ssDAF12 agonist: S. stercoralis DAF-12 nuclear receptor activators, primary screen, cell-based, luminescence, HEK293, GRIP1 co-expression, lit1-tk-luc; Nuclear hormone receptor DAF-12 (Strongyloides stercoralis); HEK293 ssDAF-12/GRIP1 lit1-tk-luc reporter; % of 3 µM dafachronic acid response; activation, % at 6.8 µM; 370,000 tested, 1% active; AID 652126, 2013;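 active means activation above the mean over all tested compounds plus 3 SD, cut at about 0.9% in these data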;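 further: 0% = DMSO-only wells and 100% = 3 µM delta7-dafachronic acid wells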
Starred values were filed as active, the others as inactive.

How did Cc1ccc(CN2CCNC(=O)C2CC(=O)O)o1 (configuration not stated) do in these assays?
ADAM17 inh: -2; hgDAF-12 ag: -0.2; PG9 binder: -0.4; DAX1 inh-1: 0.2; ADAM10 inh: -16; hcDAF-12 act: -1.6; GC-A act: 3; SMARCA2 act: 0; FXN GAA850 act: 3.8; DAX1 inh-2: 1.0; ssDAF12 agonist: -0.7

How did CC(=O)c1ccc(NC(=O)CN2C(=O)NC(C)(c3ccc4c(c3)OCCO4)C2=O)cc1 (configuration not stated) do in these assays?
ADAM17 inh: -3; hgDAF-12 ag: 1.6; PG9 binder: 2.1; DAX1 inh-1: -0.2; ADAM10 inh: -15; hcDAF-12 act: -2.2; GC-A act: -1; SMARCA2 act: -3; FXN GAA850 act: -1.8; DAX1 inh-2: -3.0; ssDAF12 agonist: -1.2

How did Cc1ccc(OCC(=O)Nc2ccc(NC(=O)c3cccs3)cc2)c(C)c1 do in these assays?
ADAM17 inh: -2; hgDAF-12 ag: 0.9; PG9 binder: 0.6; DAX1 inh-1: 0.6; ADAM10 inh: -4; hcDAF-12 act: -1.2; GC-A act: 1; SMARCA2 act: -1; FXN GAA850 act: -2.0; DAX1 inh-2: 0.0; ssDAF12 agonist: -0.6

What do the screens show for `COC(=O)c1ccc(OC)c(OC)c1Cl`?
ADAM17 inh: -3; hgDAF-12 ag: 0.1; PG9 binder: 0.5; DAX1 inh-1: 0.8; ADAM10 inh: -5; hcDAF-12 act: -0.6; GC-A act: 7; SMARCA2 act: -4; FXN GAA850 act: 0.8; DAX1 inh-2: 0.0; ssDAF12 agonist: -1.6

What do the screens show for `Cc1ccc(-c2cn3nc(-c4ccccc4)c(-c4ccccc4)nc3n2)cc1`?
ADAM17 inh: -14; hgDAF-12 ag: -0.3; PG9 binder: -1.4; ADAM10 inh: -25; hcDAF-12 act: 0.5; GC-A act: 5; SMARCA2 act: 2; FXN GAA850 act: 2.6; DAX1 inh-2: -0.3; ssDAF12 agonist: -1.2

Results for O=C(CSc1n[nH]c(-c2ccccn2)n1)Nc1cccc(Cl)c1 ?
ADAM17 inh: 2; hgDAF-12 ag: -5.1; PG9 binder: -0.1; DAX1 inh-1: 0.2; ADAM10 inh: 4; hcDAF-12 act: -2.3; GC-A act: 2; SMARCA2 act: -2; FXN GAA850 act: -4.4; DAX1 inh-2: -8.8; ssDAF12 agonist: -1.5

How did Cc1nccn1CC(=O)N/N=C/c1cccs1 do in these assays?
ADAM17 inh: -4; hgDAF-12 ag: -1.5; PG9 binder: 0.8; DAX1 inh-1: 1.6; ADAM10 inh: -2; hcDAF-12 act: -0.8; GC-A act: 0; SMARCA2 act: -5; FXN GAA850 act: -0.5; DAX1 inh-2: 0.3; ssDAF12 agonist: -1.2

Results for O=C(O)Cc1ccc(NCc2ccccc2Cl)cc1 ?
ADAM17 inh: -7; hgDAF-12 ag: -5.7; PG9 binder: -0.8; DAX1 inh-1: -1.1; ADAM10 inh: -6; hcDAF-12 act: -3.3; GC-A act: -3; SMARCA2 act: -6; FXN GAA850 act: -3.6; DAX1 inh-2: 0.2; ssDAF12 agonist: -2.2

What do the screens show for `CC1=NNC(=O)C1CCC(=O)N/N=C/c1ccccc1` (configuration not stated)?
ADAM17 inh: 1; hgDAF-12 ag: 0.6; PG9 binder: -2.7; DAX1 inh-1: 0.2; ADAM10 inh: 1; hcDAF-12 act: 1.8; GC-A act: -4; SMARCA2 act: -1; FXN GAA850 act: 1.4; DAX1 inh-2: 1.0; ssDAF12 agonist: -0.8

Results for CCOC(=O)Cc1csc(NC(=O)CSc2nnc(-c3ccncc3)n2Cc2ccco2)n1 ?
ADAM17 inh: -1; hgDAF-12 ag: -2.4; PG9 binder: 0.1; DAX1 inh-1: 0.5; ADAM10 inh: 0; hcDAF-12 act: -2.1; GC-A act: 6; SMARCA2 act: -2; FXN GAA850 act: 3.7; DAX1 inh-2: -1.4; ssDAF12 agonist: -1.2

Results for COc1cccc(/C=C2\SC(=S)N(CCCC(=O)N3CCCC3)C2=O)c1 ?
ADAM17 inh: -4; hgDAF-12 ag: 0.0; PG9 binder: -1.5; DAX1 inh-1: 0.3; ADAM10 inh: 3; hcDAF-12 act: -1.8; GC-A act: -5; SMARCA2 act: 0; FXN GAA850 act: 0.2; DAX1 inh-2: 1.2; ssDAF12 agonist: -1.4

Results for CCn1cc(C(=O)NCCc2ccc(OC)cc2)c(=O)c2ccc(C)nc21 ?
ADAM17 inh: -1; hgDAF-12 ag: -2.2; PG9 binder: 0.6; DAX1 inh-1: 0.8; ADAM10 inh: -5; hcDAF-12 act: 0.4; GC-A act: 5; SMARCA2 act: -2; FXN GAA850 act: 3.9; DAX1 inh-2: -0.3; ssDAF12 agonist: -0.5

What do the screens show for `COCCCn1c(SCC(=O)N2CCCC2=O)nc2ccccc2c1=O`?
ADAM17 inh: -2; hgDAF-12 ag: -1.9; PG9 binder: -1.1; DAX1 inh-1: 3.0; ADAM10 inh: -2; hcDAF-12 act: -0.6; GC-A act: 1; SMARCA2 act: -2; FXN GAA850 act: -0.5; DAX1 inh-2: -0.1; ssDAF12 agonist: -0.2

How did CN(C)/C=N/n1cnc2ccccc2c1=O do in these assays?
ADAM17 inh: -1; hgDAF-12 ag: -0.8; PG9 binder: -1.6; DAX1 inh-1: 2.7; ADAM10 inh: 6; hcDAF-12 act: -0.1; GC-A act: -1; SMARCA2 act: -3; FXN GAA850 act: -0.1; DAX1 inh-2: -0.4; ssDAF12 agonist: -1.9

How did CC(C(=O)N(C)C1CCS(=O)(=O)C1)N1C(=O)/C(=C/c2ccco2)SC1=S (configuration not stated) do in these assays?
ADAM17 inh: -4; hgDAF-12 ag: 1.1; PG9 binder: -4.6; DAX1 inh-1: -0.4; ADAM10 inh: -2; hcDAF-12 act: -0.8; GC-A act: -3; SMARCA2 act: 2; FXN GAA850 act: -0.3; DAX1 inh-2: -0.2; ssDAF12 agonist: -1.2

How did CCn1c2ccccc2c2cc(NC(=O)COC(=O)c3ccc(NC(=O)CC#N)cc3)ccc21 do in these assays?
ADAM17 inh: -7; hgDAF-12 ag: -2.3; PG9 binder: 1.4; DAX1 inh-1: -1.0; ADAM10 inh: -2; hcDAF-12 act: -1.5; GC-A act: -5; SMARCA2 act: -2; FXN GAA850 act: -0.1; DAX1 inh-2: -0.1; ssDAF12 agonist: -0.9

How did O=C(NCc1cccc(Cl)c1)c1cnn2c1NC(c1ccco1)CC2C(F)(F)F (configuration not stated) do in these assays?
ADAM17 inh: 0; hgDAF-12 ag: -1.3; PG9 binder: 0.1; DAX1 inh-1: -0.3; ADAM10 inh: 10; hcDAF-12 act: -1.9; GC-A act: -1; SMARCA2 act: -3; FXN GAA850 act: 1.9; DAX1 inh-2: -1.2; ssDAF12 agonist: -1.4

Results for O=C(CSCCc1ccccn1)Nc1ccccn1 ?
ADAM17 inh: -8; hgDAF-12 ag: 1.8; PG9 binder: 3.3; DAX1 inh-1: 0.0; ADAM10 inh: -8; hcDAF-12 act: -1.8; GC-A act: 7; SMARCA2 act: -1; FXN GAA850 act: 1.1; DAX1 inh-2: 0.1; ssDAF12 agonist: -1.4

Results for COc1cc(OC)c(NS(=O)(=O)c2c(C(=O)N3CCCCC3)c(C)n(C)c2C)cc1Cl ?
ADAM17 inh: 2; hgDAF-12 ag: 0.3; PG9 binder: 1.2; DAX1 inh-1: 2.6; ADAM10 inh: -11; hcDAF-12 act: 0.4; GC-A act: -1; SMARCA2 act: -3; FXN GAA850 act: 0.2; DAX1 inh-2: -1.9; ssDAF12 agonist: -0.1

How did Cc1cc(C)c2c(C)nn(C3CCCCC3)c2n1 do in these assays?
ADAM17 inh: -4; hgDAF-12 ag: -0.1; PG9 binder: -0.8; DAX1 inh-1: 0.4; ADAM10 inh: -2; hcDAF-12 act: -1.8; GC-A act: 0; SMARCA2 act: 0; FXN GAA850 act: 1.7; DAX1 inh-2: 0.3; ssDAF12 agonist: -1.4

What do the screens show for `CC1=C(C)CC2C(=O)N(c3cccc4ccccc34)C(=O)C2C1` (configuration not stated)?
ADAM17 inh: -2; hgDAF-12 ag: 2.0; PG9 binder: 0.7; DAX1 inh-1: 1.4; ADAM10 inh: -10; hcDAF-12 act: 1.0; GC-A act: -3; SMARCA2 act: -1; FXN GAA850 act: -0.5; DAX1 inh-2: -1.4; ssDAF12 agonist: -1.0

Results for COc1ccc(-c2nn(-c3ccccc3)cc2CNC[C@H]2O[C@@H](n3cnc(C(N)=O)n3)[C@H](O)[C@@H]2O)cc1 ?
ADAM17 inh: 4; hgDAF-12 ag: -1.2; PG9 binder: -2.7; DAX1 inh-1: 0.1; ADAM10 inh: -2; hcDAF-12 act: 0.5; GC-A act: 1; SMARCA2 act: -2; FXN GAA850 act: 1.2; DAX1 inh-2: 3.0; ssDAF12 agonist: -1.4

How did COCCN(Cc1ccccc1)C(=S)Nc1ccc(Cl)cc1 do in these assays?
ADAM17 inh: 3; hgDAF-12 ag: -2.2; PG9 binder: -1.1; DAX1 inh-1: -0.8; ADAM10 inh: 8; hcDAF-12 act: -0.6; GC-A act: 0; SMARCA2 act: -1; FXN GAA850 act: -0.9; DAX1 inh-2: -1.1; ssDAF12 agonist: -1.6

How did Cc1cc(C)n(CCCNC(=O)CN(C)S(=O)(=O)c2ccc(Cl)cc2)n1 do in these assays?
ADAM17 inh: -3; hgDAF-12 ag: 0.9; PG9 binder: 1.3; DAX1 inh-1: 0.0; ADAM10 inh: -4; hcDAF-12 act: -0.3; GC-A act: 2; SMARCA2 act: -1; FXN GAA850 act: 2.1; DAX1 inh-2: 0.1; ssDAF12 agonist: -0.8

How did COCCn1c(SCC(=O)NC2CC2)nc2ccccc21 do in these assays?
ADAM17 inh: -1; hgDAF-12 ag: 0.2; PG9 binder: -1.4; DAX1 inh-1: 0.5; ADAM10 inh: -12; hcDAF-12 act: -1.1; GC-A act: -1; SMARCA2 act: -2; FXN GAA850 act: 0.1; DAX1 inh-2: -0.8; ssDAF12 agonist: -0.4
